# Compound activity deposited in PubChem BioAssay by several laboratories.
# Myeloid diff 2: myeloid differentiation induction | ER-HoxA9 myeloid progenitors, lysozyme-GFP differentiation, flow cytometry | calls only at 10 µM | 360,000 tested, 1% active;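 active = normalized GFP-positive differentiation at or above the plate's own cutoff, the solvent-only control mean plus 3 SD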;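 also: cells exposed to compound for four days before flow analysis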
# bCat nuc transl: modulators of beta-catenin nuclear translocation; nuclear translocation activity, % at 5 µM; 190,000 tested, 0.3% active; HeLa beta-catenin nuclear translocation, immunofluorescence imaging;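 active = nuclear translocation activity above 50% at 5 µM, with a well cell count of 50 or more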;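 also: per-cell ratio of nuclear to cytoplasmic median beta-catenin stain intensity; plate controls were DMSO negative control for no effect and GSK-3 inhibitor IX positive control for full effect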
#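 System: Human HeLa cells, endogenous beta-catenin | Compound dosing: 5 µM primary, 0.02–20 µM confirmation | Timing: 24 h compound exposure at 37°C, 5% CO2 | Measured by: Fluorescence imaging of beta-catenin antibody stain plus DAPI | Read-out basis: % activation of per-cell nuclear versus cytoplasmic median beta-catenin signal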
# Dynein cargo inh: dynein cargo transport inhibition; 3617.4 mouse cells, GR-EGFP nuclear translocation imaging; test concentration mostly 20 µM; stimulated with dexamethasone, 1 µM; active compounds read low; z-score, hits read low; 220,000 tested, 0.47% active; AID 1381;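 active = plate z-score of nuclear minus cytoplasmic receptor signal below a set negative limit, without overly bright fluorescence or cell loss, cut at about -3.5 in these data, passing the limit was not always enough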;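 also: z-score of nuclear minus cytoplasmic ring GR-EGFP intensity difference per well; some compounds called inactive have numbers as strong as hits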
#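 medium = tetracycline-free induction medium containing charcoal-stripped FBS | probe or stimulus = dexamethasone, 1.0 µM final | timing = 48 h induction, then 1 h compound, then 30 min agonist, 37 °C | detection = automated 10x imaging of fixed Hoechst-stained cells | read-out basis = nuclear versus cytoplasmic GR-EGFP signal, averaged per well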
# MT stabilizer: stabilizes microtubules in HeLa cells. 200,000 tested, 0.83% active. AID 2205. HeLa tubulin immunostaining HCS, 24 h; share of cells brighter than vehicle mean+2SD. % tubulin-high responders, % at 10 µM;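 active = plate Z-score above 3 for both tubulin-high and condensed-nucleus cell shares, with cell loss under 80%, at 10 µM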;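 also: anti alpha tubulin signal scored within the nucleus-defined area of each cell; some results filed as inactive read as strong as hits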
# T cell modulator: T cell immune modulators affecting CD8 T cell-vesicle binding; calls only at 7 µM; AID 2052; 2C CD8+ T cell-vesicle binding, flow cytometry; active compounds read low; 330,000 tested, 0.068% active;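 active = response, share of CD8 T cells binding vesicles, and their 90th percentile fluorescence all below set limits, cut at about 80% in these data, passing the limit was not always enough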
#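 Incubation: binding step 1.5 h, 37 °C, antibody labelling 20 min, ice; system: murine 2C transgenic CD8+ T lymphocytes; technique: cytometric PE anti-B7-1 and Alexa647 anti-CD8 signals after 1% paraformaldehyde fixation; also added: QL9-charged Drosophila Ld/ICAM-1/B7-1 vesicles; control set: naked versus QL9-loaded vesicles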
# Hep lipid drop: hepatic lipid droplet formation modulation; inhibition, % at 6.5 µM; 240,000 tested, 0.4% active; AID 1656; AML12 mouse hepatocytes, oleate lipid droplets, BODIPY imaging;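 active = lipid droplet intensity inhibited by at least 50%, with more than 500 cells counted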
#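 Assay system: AML12 mouse liver cells | Compound dosing: One dose, 6.5 µM compound | Read-out basis: Droplet intensity reduction, % inhibition | Measured by: Fluorescence imaging, 20x objective, two fields per well | Schedule: Overnight treatment with compound plus oleate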
# TNAP activators: stimulation of alkaline phosphatase TNAP activity – biochemical, luminescent, no phosphate acceptor, uHTS, primary screen (AID 1001); purified TNAP, luminescent activation assay, no phosphate acceptor; higher activation fold means a stronger effect; activation fold at 20 µM; hits with a dose series show EC50 in µM; 200,000 tested, 0.03% active; in the data active = activation fold from about 3, or a potency from the dose series; inactive = the rest, 99 in 100 with activation fold below about 1.6; also: many of its hits are not listed in these tables
# human PMI inhibition: inhibitors of human PMI, primary screen, biochemical, fluorescence intensity, coupled assay (AID 1209); purified PMI enzyme, coupled fluorescence intensity; higher % means a stronger effect; inhibition, % at 20 µM, or IC50 in µM where a hit was titrated; 190,000 tested, 0.42% active; in the data active = inhibition above about 50%;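 also: plate controls were DMSO vehicle for no effect and wells lacking substrate for full effect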
# Ins promoter up: MIN6 insulin promoter up-regulation; MIN6 insulin promoter-GFP reporter, high-content imaging; active compounds read high; z-score at 5 µM; 190,000 tested, 0.3% active;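 active = z-score above 3 at 5 µM with at least 500 cells counted in the well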
# Dynein cargo inh cytoplasmic EGFP: recorded beside Dynein cargo inh, whose call it bears; z-score; measured here: cytoplasmic GR-EGFP intensity; active compounds read high
# Dynein cargo inh nuclear GR-EGFP: second read-out of Dynein cargo inh, no call of its own (marks repeat the call); z-score; measured here: nuclear GR-EGFP intensity;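 lower value marks the stronger effect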
# Dynein cargo inh cell count: recorded beside Dynein cargo inh, whose call it bears; z-score; measured here: cell count per field
# Ins promoter up cell count: second read-out of Ins promoter up, no call of its own (marks repeat the call); cell count; measured here: cytotoxicity, nuclei count;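 total cells summed across four imaged fields per well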
# Hep lipid drop cells 6.5 µM: recorded beside Hep lipid drop, whose call it bears; cell count; measured here: cell count, cytotoxicity flag;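 cells counted across two imaged fields per well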
# bCat nuc transl cell count 5 µM: further read-out of bCat nuc transl, marked with its call; cell count; measured here: cell count, cytotoxicity flag
# T cell modulator vesicle-bound %: recorded beside T cell modulator, whose call it bears; double positive events, %; measured here: CD8+ vesicle-bound cell fraction;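 binding gate set so that unloaded-vesicle control wells show 10% double positive cells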
# MT stabilizer Hoechst-high %: recorded beside MT stabilizer, whose call it bears; % Hoechst-high responders; measured here: nuclear condensation Hoechst responders;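 share of cells brighter than vehicle mean plus two SD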
# MT stabilizer cytotoxicity %: further read-out of MT stabilizer, marked with its call; toxicity, %; measured here: cytotoxicity by cell density;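 0% = mean cell density of plate MIN control wells and 100% = no cells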
# Myeloid diff 2 GFP+ MAC1+ %: second read-out of Myeloid diff 2, no call of its own (marks repeat the call); GFP+ MAC1+ double positive, %; measured here: differentiation confirmed by MAC1 staining
# * marks the source's active call; other numbers are inactive results; i = inactive; nt = no result given; + = active, no number.
SMILES,Myeloid diff 2,Myeloid diff 2 GFP+ MAC1+ %,bCat nuc transl,bCat nuc transl cell count 5 µM,Dynein cargo inh,Dynein cargo inh cytoplasmic EGFP,Dynein cargo inh nuclear GR-EGFP,Dynein cargo inh cell count,MT stabilizer,MT stabilizer Hoechst-high %,MT stabilizer cytotoxicity %,T cell modulator,T cell modulator vesicle-bound %,Hep lipid drop,Hep lipid drop cells 6.5 µM,TNAP activators,human PMI inhibition,Ins promoter up,Ins promoter up cell count
CCC(C(=O)NCc1ccco1)N(C(=O)CNS(=O)(=O)c1ccccc1)c1ccc(OC)cc1 (stereo not drawn),i,7.9,-3.3,1165,-0.58,-0.16,-0.37,0.57,1.5,1.2,2.8,i,29,-1,743,1,-7%,1.1,891
COCCNC(=O)c1ccc(C(=O)NCCOC)s1,i,0.4,nt,nt,-0.035,-0.23,0.23,-0.53,1.7,1.2,1.4,i,13,-15,564,1.2,7%,nt,nt
Cc1cc(C)cc(NC(=S)/C(=C(\[O-])c2ccc(Cl)cc2Cl)[n+]2ccc(C(C)(C)C)cc2)c1,i,0.1,0.5,1317,-1,0.089,0.22,0.18,nt,nt,nt,i,50,-7,680,nt,nt,-0.57,1038
COc1cc(OC)c(C2=NOC(C(=O)Nc3cc(C)nn3-c3ccccc3)C2)cc1Cl (stereo not drawn),i,2.3,-0.6,1052,0.052,-0.23,0.042,0.68,3.7,1.8,3.3,i,6,6,747,1.1,14%,-0.61,1258
Cn1c(SCc2ccccc2F)nnc1-c1ccccn1,i,0.1,3.0,854,0.13,-0.25,0.22,-0.12,2.3,2.1,9.5,i,54,3,678,1,6%,-0.06,1677
O=C(Cc1cccs1)N1CCCC(c2nc3c(nnn3Cc3cccc(Cl)c3)c(=O)[nH]2)C1 (stereo not drawn),i,0.7,-3.0,1157,-0.39,-0.21,-0.35,0.51,4.1,1.1,6.4,i,29,nt,nt,1.1,-5%,0.41,1263
CC(C)c1ccc(NC(=O)COC(=O)[C@H](CCC(N)=O)NC(=O)c2ccc(F)cc2)cc1,i,0.3,-1.8,1140,-0.6,-0.23,-0.51,0.38,1.5,1.1,1.7,i,35,12,718,1.1,12%,-0.38,1452
CCOC(=O)Cn1c(=O)oc2cc(S(=O)(=O)NC(C)(C)CC)ccc21,i,0.2,0.6,1330,-0.49,-0.2,0.1,0.69,nt,nt,nt,i,12,-13,747,nt,nt,nt,nt
CSCCC(NC(=O)c1ccccc1)C(=O)O (stereo not drawn),i,0.2,-3.4,1106,1.3,-0.23,0.86,-0.3,4.5,2.9,7.6,i,46,5,658,1.1,3%,-0.41,1548
O=C(CN1C(=O)NC2(CCCCCC2)C1=O)NCc1ccco1,i,0.3,-0.3,1392,-1.2,-0.23,-1.2,0.99,3.2,1.3,3.3,i,41,nt,nt,1.1,10%,0.5,1329
Cc1ccc(C(C2C(=O)CC(C)(C)CC2=O)C2C(=O)CC(C)(C)CC2=O)s1,i,1.5,nt,nt,-0.24,-0.25,-0.65,1,1.1,1.3,7.0,i,35,nt,nt,1,10%,nt,nt
C[C@]12CC(O)C3C(CCC4=CC(=O)CC[C@@]43C)C1CCC2c1csc(-c2ccccc2)n1 (stereo partly drawn),i,0.2,-0.5,1326,2.5,-0.1,2.7,-2.7,nt,nt,nt,i,64,10,637,nt,nt,1.9,771
CCc1ccc(NC(=O)CCNS(=O)(=O)c2cccc3nsnc23)cc1,i,2.0,1.9,1189,1.2,-0.11,0.49,-1.7,1.0,2.1,11,i,10,3,761,1.1,1%,-0.58,977
CC(=O)c1ccc(NC(=S)Nc2ccc(N3CCOCC3)cc2)cc1,i,0.0,-1.3,1063,-0.95,-0.29,-0.011,0.12,4.8,4.5,5.6,i,19,-2,691,1,36%,-0.07,1187
COc1ccc(/C(C)=N/Nc2ncc(Cl)cc2Cl)c(O)c1,i,1.1,4.3,501,-0.15,-0.33,0.022,0.88,1.5,3.1,6.1,i,31,-3,618,1.5,3%,-0.55,1219
CCCNC(=O)C1CCN(S(=O)(=O)c2ccc(Br)cc2)CC1,i,7.2,2.0,1015,-0.75,-0.17,-0.82,2.7,2.6,2.0,1.4,i,8,0,710,1.1,-11%,0,1192
CCN(C(=O)Nc1ccccc1OC)c1c(N)n(Cc2ccccc2)c(=O)[nH]c1=O,i,0.9,-2.4,1192,0.46,-0.024,0.28,0.24,1.7,1.9,3.6,i,33,9,791,1.1,-2%,-0.14,1061
Cc1onc(-c2c(Cl)cccc2Cl)c1CO/N=C(\C#N)c1c(Cl)cccc1Cl,i,0.4,5.6,942,-1.1,0.0088,-0.74,1.8,nt,nt,nt,i,40,-16,724,nt,nt,nt,nt
CCOC(=O)N/N=C/c1ccc(OC)c(O)c1,i,0.1,1.1,1116,1.5,-0.35,1.1,0.51,2.4,1.6,2.1,i,62,-7,740,1.1,0%,0,1183
Cc1ccc(C2N=C(N)Nc3nc4ccccc4n32)cc1 (stereo not drawn),i,0.7,0.3,1035,-0.95,-0.24,-0.63,0.62,1.4,2.4,7.5,i,25,-6,667,1.3,-20%,-1.1,1317
COc1ccc(C(=O)NC2CCCCCC2)cc1S(=O)(=O)N1CCCC1,i,0.3,-4.3,1109,-0.96,-0.33,-0.54,0.89,3.4,1.7,4.4,i,45,4,687,1.1,-5%,-0.37,1327
CCOC(=O)c1cnc(NCc2ccccc2)nc1C,i,0.8,0.9,1021,-0.47,-0.2,0.14,0.069,4.1,2.2,1.1,i,13,-11,715,1.1,10%,0.03,1327
Cn1c(-c2sc3cc(C(F)(F)F)cnc3c2-c2cccnc2)n[nH]c1=S,i,0.7,nt,nt,-0.31,-0.27,0.028,0.46,1.7,1.8,5.6,i,37,8,792,0.9,7%,0.95,843
Cc1cc2nnc(SCC(=O)Nc3cc(S(=O)(=O)N4CCOCC4)ccc3Cl)n2c2ccccc12,i,0.0,4.9,412,0.3,-0.26,0.2,0.58,2.2,2.4,5.3,i,44,-9,642,1,18%,-0.09,1301
CC(=O)c1ccc(N2CCN(S(=O)(=O)c3cccc4nonc34)CC2)cc1,i,0.3,0.0,1121,-0.39,-0.25,-0.25,-0.086,nt,nt,nt,i,23,-4,726,nt,nt,nt,nt
O=C(CSc1ncccc1C(=O)O)c1ccccc1,i,5.8,0.7,912,-1.3,-0.36,-0.97,0.41,4.3,3.6,8.4,i,7,nt,nt,1.1,-43%,0.23,1286
COc1cccc(/C=C2\SC(=O)N(CCC(=O)NNC(=O)c3cccc(Cl)c3)C2=O)c1,i,0.9,-1.1,1212,0.32,-0.22,0.45,-0.49,4.1,2.9,2.5,i,50,-6,633,1.2,-4%,-0.06,1411
Clc1ccccc1OCc1nnc(-c2ccccc2)o1,i,1.8,-3.3,1046,0.057,-0.25,0.7,-0.43,1.6,0.7,3.9,i,34,2,730,1.2,4%,0.18,1555
COc1cc(C(=O)O/N=C2\C=CC(=O)C(C)=C2)cc(OC)c1OC,i,2.6,1.8,1388,-2.7,0.19,-1.2,0.42,2.1,0.9,4.7,i,29,nt,nt,1,51%*,0.46,1500
CC(=O)c1cccc(NC(=O)c2cc(-n3cnnc3)ccc2Cl)c1,i,1.7,-3.5,1212,-0.43,-0.25,-0.18,0.76,3.6,2.4,5.8,i,9,2,717,1.1,14%,1.3,1191
COc1ccc(N(CC(=O)Nc2nc3ccc(C)cc3s2)S(=O)(=O)c2c(C)nn(C)c2C)cc1,+,3.9*,-6.5,1123,-0.3,-0.23,0.017,-0.28,9.8,9.6,17,i,26,nt,nt,1.1,2%,-0.7,725
O=C(Nc1ccc(N2CCOCC2)cc1)C1CCN(C(=O)OCc2ccccc2)CC1,i,0.9,-0.9,1308,-0.94,-0.27,-0.12,0.44,nt,nt,nt,i,36,1,741,nt,nt,0.23,1160
COc1ccc(CCNC(=O)C2=COCCO2)cc1,i,0.6,1.7,578,0.54,-0.3,0.43,0.82,0.8,1.3,5.3,i,16,2,788,1.1,-7%,nt,nt

# Profiles as entered above. Order of screens: Myeloid diff 2, Myeloid diff 2 GFP+ MAC1+ %, bCat nuc transl, bCat nuc transl cell count 5 µM, Dynein cargo inh, Dynein cargo inh cytoplasmic EGFP, Dynein cargo inh nuclear GR-EGFP, Dynein cargo inh cell count, MT stabilizer, MT stabilizer Hoechst-high %, MT stabilizer cytotoxicity %, T cell modulator, T cell modulator vesicle-bound %, Hep lipid drop, Hep lipid drop cells 6.5 µM, TNAP activators, human PMI inhibition, Ins promoter up, Ins promoter up cell count
# CCC(C(=O)NCc1ccco1)N(C(=O)CNS(=O)(=O)c1ccccc1)c1ccc(OC)cc1 (stereo not drawn) across the screens: i, 7.9, -3.3, 1165, -0.58, -0.16, -0.37, 0.57, 1.5, 1.2, 2.8, i, 29, -1, 743, 1, -7%, 1.1, 891
# COc1cccc(/C=C2\SC(=O)N(CCC(=O)NNC(=O)c3cccc(Cl)c3)C2=O)c1 across the screens: i, 0.9, -1.1, 1212, 0.32, -0.22, 0.45, -0.49, 4.1, 2.9, 2.5, i, 50, -6, 633, 1.2, -4%, -0.06, 1411

# The order is random. Share with any hit: about 3%.
